Screens as filed in PubChem BioAssay.
HSF1 inhib – HSF1 inhibition | AID 2098 | activity change, negative = inhibition, % at 7.5 µM (by protocol) | NIH3T3-HGL HSE-luciferase, MG132-induced, luminescence 8 h; stronger effect = lower value | hit rate 0.77% among 300,000;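 active = more than half of replicate wells show activity change below -50%, luminescence cut by over half; inconclusive = some wells, but at most half, below -50%; inactive = no replicate well below -50%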;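 also: luciferase reports HSF-1 transcriptional activity via heat shock element; 0% = median of DMSO wells and -100% = zero luminescence signal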
PolyA inhibitor – inhibitors of polyadenylation in S. cerevisiae; S. cerevisiae SKY197-pL101 polyadenylation reporter, beta-gal luminescence; efflux-impaired pdr1/pdr3 knockout yeast; score 100 = 6 SD above DMSO; calls only at 12 µM; hit rate 0.02% among 300,000; AID 1875;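 active = lowest replicate activity score at least 50, where 100 means six control SD above control mean; inconclusive = lowest score under 50 but half or more replicates reach 50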;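 also: yeast exposed to compound for 9 h at 30 °C; higher score means more reporter readthrough which indicates perturbed polyadenylation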
Platelet DG rel – modulates dense granule release in human platelets | inhibition, %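 (compounds screened at 7.5 µM in platelet-rich plasma)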 | hit rate 0.22% among 300,000 | human platelet-rich plasma, SFLLRN dense granule ATP release, luminescence;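 active = mean replicate score, as percent of positive control, at or above 50; inconclusive = mean below 50 but at least one replicate at or above 50; inactive = mean and every replicate below 50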
GSK3 alpha inh – human GSK-3 alpha kinase inhibition; inhibition, % at 10 µM; ADP-Glo luminescence, 60 min; hit rate 0.1% among 320,000; P49840;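 in the data active = inhibition above about 50%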;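 also: GST-tagged GSK-3 alpha with peptide substrate and 25 µM ATP; 0% = DMSO neutral wells and 100% = GW8510 positive control wells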
Target sequence (P49840 whole entry, looked up): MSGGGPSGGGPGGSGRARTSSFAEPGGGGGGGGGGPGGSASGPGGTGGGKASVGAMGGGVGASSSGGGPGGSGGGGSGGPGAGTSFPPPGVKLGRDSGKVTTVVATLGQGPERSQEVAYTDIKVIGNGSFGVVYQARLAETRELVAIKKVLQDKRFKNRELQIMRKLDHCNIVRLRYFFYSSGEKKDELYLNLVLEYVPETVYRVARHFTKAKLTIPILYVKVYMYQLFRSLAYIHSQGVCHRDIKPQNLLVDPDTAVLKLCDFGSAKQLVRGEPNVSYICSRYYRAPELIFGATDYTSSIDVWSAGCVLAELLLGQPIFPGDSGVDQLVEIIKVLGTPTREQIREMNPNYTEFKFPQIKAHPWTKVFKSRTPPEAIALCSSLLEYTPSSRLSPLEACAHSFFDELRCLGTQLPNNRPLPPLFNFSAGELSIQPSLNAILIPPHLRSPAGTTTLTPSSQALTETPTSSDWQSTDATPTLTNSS
HSP90 inh – inhibitors of HSP90 luciferase refolding in rabbit reticulocyte lysate; hit rate 0.91% among 290,000; luciferase refolding luminescence, 3 h; AID 1789; inhibition, % at 5.6 µM;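 active = inhibition above the screen-wide mean plus 3 SD, computed separately per campaign, cut at about 16% in these data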;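 also: 0% = DMSO wells and 100% = 60 µM geldanamycin wells; inhibitors lower the luminescence because luciferase stays unfolded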
AI-2 QS mod – Vibrio harveyi AI-2 quorum sensing modulation; Vibrio harveyi JMH597 AI-2 luminescence/OD600 ratio, 9 h; stronger effect = lower value; strain lacks LuxN and CqsS sensors; 0 = neutral-control median; activity change, % at 7.5 µM; hit rate 0.4% among 300,000; in the data active = activity change below about -75%, passing the limit was not always enough; inconclusive = no clear call, values can overlap the other calls;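 also: luminescence divided by OD600 gain over 9 h not by final OD600 alone; inactives centre near 13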
HDAC3 inh – human HDAC3 inhibition; O15379; recombinant HDAC3, fluorogenic peptide/trypsin coupled, fluorescence; inhibition, % at 8.3 µM; hit rate 0.15% among 320,000; AID 2718; in the data active = inhibition above about 26%, passing the limit was not always enough; inconclusive = no clear call, values can overlap the other calls
Target sequence (O15379 whole entry, looked up): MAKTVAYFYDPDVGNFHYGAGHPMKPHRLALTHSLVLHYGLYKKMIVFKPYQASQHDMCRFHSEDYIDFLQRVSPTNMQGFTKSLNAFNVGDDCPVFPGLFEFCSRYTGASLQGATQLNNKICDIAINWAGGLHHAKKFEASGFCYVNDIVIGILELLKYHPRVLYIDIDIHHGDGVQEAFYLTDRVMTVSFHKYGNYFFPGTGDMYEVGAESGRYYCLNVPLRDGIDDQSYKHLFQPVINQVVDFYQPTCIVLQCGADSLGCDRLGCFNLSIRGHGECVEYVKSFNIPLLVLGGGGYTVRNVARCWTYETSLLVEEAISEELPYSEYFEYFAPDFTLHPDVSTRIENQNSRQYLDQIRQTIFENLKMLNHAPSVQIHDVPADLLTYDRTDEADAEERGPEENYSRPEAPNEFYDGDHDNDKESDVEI
Dyrk1A ADPGlo – inhibitors of rat Dyrk1A kinase; inhibition, % at 12.5 µM; ADP-Glo luminescence, NFATc1 peptide; Q63470; hit rate 0.43% among 310,000; in the data active = inhibition above about 50%;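 also: plate controls were vehicle with enzyme for no effect and no enzyme for full effect; many of its hits are not listed in these tables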
HSF-1 act – increases HSF-1 driven luciferase reporter signal | activation, % at 9 µM | NIH3T3-HGL HSF-1 luciferase reporter, MG132, 8 h; 100% = twice DMSO control signal | hit rate 1.7% among 300,000;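 active = mean replicate activation of at least 50% with a set share of replicates each reaching 50%; inconclusive = only one of those two conditions met; inactive = mean below 50% and too few replicates reaching it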;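 also: 0% = median of the neutral control wells and 100% = twice that signal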
GSK3beta inhib – human GSK3beta kinase inhibition; GST-GSK3beta kinase, ADP-Glo luminescence, 60 min; stronger effect = lower value; activity score (negative = inhibition), % at 10 µM; hit rate 0.038% among 300,000;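 active = more than half of replicate wells score below -50%, meaning over 50% inhibition versus plate controls; inconclusive = some replicates but at most half score below -50%; inactive = no replicate scores below -50%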;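 also: 0% = median DMSO wells and -100% = median GW8510 positive control wells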
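Test system: GST-fused GSK3beta enzyme, cell-free | Quantity: 1.6 ng GST-GSK3beta enzyme per well | Reagent: 25 µM ATP with peptide substrate | Schedule: 60 min enzyme reaction, room temperature | Signal: Luminescent ADP-Glo measurement of ADP formed | Read-out basis: Score relative to plate controls | Control set: DMSO and 20 µM GW8510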
Starred values were filed as active, the others as inactive; i = inactive; ? = inconclusive; · = not tested or not shown. An excerpt, so the mix of outcomes need not match the whole.

No.	compound	HSF1 inhib	PolyA inhibitor	Platelet DG rel	GSK3 alpha inh	HSP90 inh	AI-2 QS mod	HDAC3 inh	Dyrk1A ADPGlo	HSF-1 act	GSK3beta inhib
1	N/C(=N\OC(=O)c1ccc(Cl)c(Cl)c1)c1cccc(CSc2ccccn2)c1	-0.5	·	1.0	-1.3	-4.4	12.8	10.3	4.6	-3.5	1.0
2	Cc1ccc(S(=O)(=O)N2CCOCC2)cc1C(=O)N(Cc1nnc(-c2ccccc2Cl)o1)C1CC1	0.0	i	9.8	-1.4	-4.0	11.1	-2.3	·	-7.8	0.6
3	Cc1cc(C)c(NC(=O)CNC(=O)Cc2sc(C)nc2-c2ccc(F)cc2)c(C)c1	-1.5	·	-0.3	-1.9	·	4.6	·	-10.4	8.9	8.6
4	Cc1noc(C)c1COc1ccc(C(=O)OCC(=O)NC(=O)C2COc3ccccc3O2)cc1 (centres undefined)	1.1	i	-8.7	·	-1.4	13.1	·	4.0	9.5	1.3
5	CCCc1n[nH]c(=O)[nH]1	-4.5	i	1.4	0.1	1.1	10.2	-1.9	2.4	14.7	2.0
6	COc1cccc(CN(C)C(=O)c2ccccc2SCC(=O)N2CCCC2)c1	7.1	i	21.4	-0.9	·	10.6	-2.6	9.8	-2.8	-0.1
7	COc1cc(C(=S)N2CCCC2)ccc1OC(=O)c1ccc(Cl)cc1[N+](=O)[O-]	6.3	i	-5.9	-1.1	4.5	-2.8	5.3	-7.1	12.4	-4.9
8	COC(=O)CCCC1=CC2=CC(=O)C(C)(OC(=O)c3cccs3)C(=O)C2=CN1CCN1CCOCC1 (centres undefined)	9.8	i	-2.1	-2.0	·	43.1	8.5	-6.3	25.0	1.9
9	CS(=O)(=O)N(CC(=O)NCc1ccc2c(c1)OCO2)Cc1ccccc1	0.4	i	0.8	1.6	1.3	12.4	2.5	-2.7	11.3	-8.6
10	COC(=O)C(NNc1ccccc1)(NC(=O)c1ccc(F)cc1)C(F)(F)F (centres undefined)	-0.5	i	-2.5	0.1	-1.5	5.4	3.1	-1.0	-7.0	-1.8
11	O=C(NC1CCCCC1)C(c1ccccc1)N(C(=O)c1csnn1)C1CC1 (centres undefined)	-12.9	i	6.8	-3.8	-2.6	·	2.2	-5.8	0.9	·
12	O=C(CSc1nnnn1C1CCCCC1)N1CCOCC1	0.9	i	-1.0	-0.9	-2.2	15.8	-14.3	-2.1	3.1	-1.0
13	CCC(CC)C(=O)c1c[nH]c(C(=O)OC)c1	0.9	i	-5.4	-3.7	1.9	7.5	5.8	-3.8	-3.6	0.6
14	COc1ccccc1C(=O)Nc1ccc(S(=O)(=O)N2CCC(C)CC2)cc1	2.6	i	0.5	-4.7	3.4	26.1	-0.7	4.2	-3.9	0.5
15	Cc1ccc(S(=O)(=O)N(C)CC(=O)OCC(=O)NC(c2ccccc2)c2ccccc2)cc1	-2.7	i	-3.1	1.7	-3.6	5.7	-4.2	-2.2	4.0	-15.5
16	Cc1ccc(C)c(-n2c(-c3ccco3)n[nH]c2=S)c1	·	i	·	3.6	·	-11.3	1.5	·	·	0.6
17	COc1ccc(-n2ncc(C(C)NS(=O)(=O)c3cccs3)c2C)cc1 (centres undefined)	3.9	i	-0.5	-2.0	0.5	10.8	6.2	0.2	3.5	0.9
18	CC(=O)Nc1ccc(NC(=O)c2c(C)nn(Cc3ccccc3)c2Cl)cc1	-1.8	i	-2.3	-1.6	-0.8	24.9	3.7	-3.2	26.2	1.4
19	CC(C)C(C(=O)Nc1ccc2c(c1)OCO2)N1C(=O)c2ccccc2C1=O (centres undefined)	·	·	0.0	-0.6	1.8	19.7	-0.1	-10.4	·	-3.3
20	CCn1cc(CCC(=O)NCCc2ccccc2)c2ccccc21	7.5	i	-3.2	-1.5	5.2	10.9	1.8	-0.2	23.8	2.2

The results go on:
Results follow in this order: HSF1 inhib, PolyA inhibitor, Platelet DG rel, GSK3 alpha inh, HSP90 inh, AI-2 QS mod, HDAC3 inh, Dyrk1A ADPGlo, HSF-1 act, GSK3beta inhib
21	CCN(CC)c1ccc(C=Nc2ccccc2C)c(O)c1
    -0.5, i, 6.9, 1.4, 0.0, 16.7, 3.6, 0.3, -13.4, 1.9
22	Cc1ccc(S(=O)(=O)c2c(C)cc(C)nc2N2CCCC2)cc1
    4.0, i, -1.3, -1.2, -1.0, -9.8, -0.9, 3.8, -10.7, 0.4
23	OC(CN1CCN(Cc2ccccc2)CC1)Cn1c2ccccc2c2ccccc21 (centres undefined)
    8.1, i, -7.0, -0.9, 0.1, 8.1, 8.4, 1.5, -1.2, -4.1
24	CCOC(=O)Nc1ccc2c(c1)N(C(=O)CCN1CCN(C)CC1)c1ccccc1S2
    14.2, i, 1.3, -0.6, 8.4, 4.1, -9.2, 5.2, 32.2, 0.3
25	O=C(c1ccc(Cl)s1)N1CCCC1
    -2.2, i, 6.0, -8.7, 2.3, 15.1, -0.4, -10.6, 3.5, 1.6
26	Cn1cnc(S(=O)(=O)Nc2ccc(OC(F)(F)F)cc2)c1
    -0.9, i, -5.1, -0.6, 2.1, ?, 6.3, 1.5, -3.6, -3.9
27	CCOC(=O)c1cc(C#N)c(N2CCN(C(=O)c3ccccc3)CC2)nc1C(F)(F)F
    -2.8, i, 3.3, 1.7, 0.3, 5.1, 7.3, -10.1, -9.2, 3.7
28	COc1cc(C(=O)OCC(C)=O)c([N+](=O)[O-])cc1OC
    -3.6, i, 1.8, -5.4, -8.4, 7.1, 12.3, ·, -11.9, 1.8
29	O=C(Nc1ccc(-c2cn3ccsc3n2)cc1)c1ccc(F)c(S(=O)(=O)N2CCOCC2)c1
    6.1, i, -0.3, 1.9, 5.0, 20.7, 1.8, -1.6, 30.9, -0.5
30	CC(=O)N1CCN(C(=O)c2ccc3c(c2)OCCO3)CC1
    -1.3, i, -7.7, -3.4, 1.5, 16.3, -8.3, -2.7, -7.2, -0.1

Part of the list above in order of molecular weight, lowest first:
Results follow in this order: HSF1 inhib, PolyA inhibitor, Platelet DG rel, GSK3 alpha inh, HSP90 inh, AI-2 QS mod, HDAC3 inh, Dyrk1A ADPGlo, HSF-1 act, GSK3beta inhib
25	O=C(c1ccc(Cl)s1)N1CCCC1
    -2.2, i, 6.0, -8.7, 2.3, 15.1, -0.4, -10.6, 3.5, 1.6
30	CC(=O)N1CCN(C(=O)c2ccc3c(c2)OCCO3)CC1
    -1.3, i, -7.7, -3.4, 1.5, 16.3, -8.3, -2.7, -7.2, -0.1
24	CCOC(=O)Nc1ccc2c(c1)N(C(=O)CCN1CCN(C)CC1)c1ccccc1S2
    14.2, i, 1.3, -0.6, 8.4, 4.1, -9.2, 5.2, 32.2, 0.3

Following part
Results follow in this order: HSF1 inhib, PolyA inhibitor, Platelet DG rel, GSK3 alpha inh, HSP90 inh, AI-2 QS mod, HDAC3 inh, Dyrk1A ADPGlo, HSF-1 act, GSK3beta inhib
31	O=C(NCc1cccnc1)/C(=N\O)c1ccccc1
    -1.7, i, -0.4, 0.4, 7.8, 18.7, 8.1, 6.5, -9.9, 0.1
32	O=[N+]([O-])c1ccc(/C=N/NC(=S)Nc2ccccc2)o1
    1.5, i, -12.5, 0.1, -1.8, ?, 0.6, 0.4, 14.5, 0.3
33	CCOc1ccc(S(=O)(=O)N2CCOCC2)cc1NC(=O)CSCC(=O)Nc1cccc(C)c1
    -2.7, i, 3.7, -1.3, -0.1, -1.7, 0.8, 8.5, 1.3, 1.6
34	COc1ccc(OCC(=O)Nc2ccc3oc(-c4ccncc4)nc3c2)cc1
    20.8, i, 3.5, -1.8, -2.4, 22.2, -8.4, 2.1, 8.5, -0.5
35	O=C(CSc1n[nH]c(-c2ccncc2)n1)Nc1ccccn1
    -2.9, i, -3.6, 13.4, 1.0, 15.6, -5.1, 2.4, -20.4, -4.0
36	COc1ccc(NC(C)=O)cc1S(=O)(=O)Nc1ccc2c(c1)OCCO2
    -23.9, i, -2.0, -1.2, -2.1, 21.6, ?, -5.5, -17.4, 2.7
37	N#CC1=C(N)OC2=C(C(=O)CC(c3ccccc3)C2)C1c1cccnc1 (centres undefined)
    6.6, i, 3.3, 0.2, 3.5, 26.6, 4.0, -2.2, 13.8, 1.8
38	Cc1ccc(NC(=S)/N=C(\N)Nc2nc(C)c3cc(C)c(C)cc3n2)cc1C
    5.6, i, -2.0, -2.2, 3.9, 10.0, 2.8, 0.9, 16.8, 4.4
39	Cn1c(N)c(C(=O)c2ccccc2)c(=O)n(C)c1=O
    1.7, i, -2.2, -1.9, 5.3, 8.7, 0.2, ·, -4.6, 0.6
40	NS(=O)(=O)c1ccc(CCNc2nc3c(-c4cccc(F)c4)nnn3c3ccccc23)cc1
    -5.1, i, 12.8, -4.1, -3.3, 2.7, -21.6, -6.0, -10.7, 1.5
41	O=C(COc1cc(F)ccc1[N+](=O)[O-])Nc1ccc(N2CCOCC2)cc1
    -0.6, i, -4.4, -4.6, 0.6, 27.9, 0.0, -0.8, 0.8, 4.5
42	COc1ccc(OC)c(NC(=O)COC(=O)c2c3c(nc4ccccc24)CCCC3)c1
    -24.7, i, 9.5, -2.5, 2.9, 14.9, -1.1, 3.3, -26.3, 0.9
43	COC(=O)CSc1nc(NC#N)nc(NC(C)C)n1
    -2.7, i, 4.5, -2.4, 0.2, 17.4, -1.7, 1.9, 4.5, -0.4
44	CC(C)NC(=O)c1ccc2c(c1)N(CC(=O)N1CCCCC1)C(=O)C(C)(C)O2
    -4.4, i, 18.8, -2.0, -0.5, 17.5, 0.7, 2.1, 2.5, 1.6
45	CCOC(=O)c1sc2nccc(N(C)C)c2c1N=CN(C)C
    -4.5, i, -2.6, 1.1, 2.7, 16.5, -8.3, 29.1, 4.5, 2.9

Structural class: those above with a Cl atom.
Results follow in this order: HSF1 inhib, PolyA inhibitor, Platelet DG rel, GSK3 alpha inh, HSP90 inh, AI-2 QS mod, HDAC3 inh, Dyrk1A ADPGlo, HSF-1 act, GSK3beta inhib
1	N/C(=N\OC(=O)c1ccc(Cl)c(Cl)c1)c1cccc(CSc2ccccn2)c1
    -0.5, ·, 1.0, -1.3, -4.4, 12.8, 10.3, 4.6, -3.5, 1.0
2	Cc1ccc(S(=O)(=O)N2CCOCC2)cc1C(=O)N(Cc1nnc(-c2ccccc2Cl)o1)C1CC1
    0.0, i, 9.8, -1.4, -4.0, 11.1, -2.3, ·, -7.8, 0.6
7	COc1cc(C(=S)N2CCCC2)ccc1OC(=O)c1ccc(Cl)cc1[N+](=O)[O-]
    6.3, i, -5.9, -1.1, 4.5, -2.8, 5.3, -7.1, 12.4, -4.9
18	CC(=O)Nc1ccc(NC(=O)c2c(C)nn(Cc3ccccc3)c2Cl)cc1
    -1.8, i, -2.3, -1.6, -0.8, 24.9, 3.7, -3.2, 26.2, 1.4
25	O=C(c1ccc(Cl)s1)N1CCCC1
    -2.2, i, 6.0, -8.7, 2.3, 15.1, -0.4, -10.6, 3.5, 1.6
